KCNH2 WT inh: blocks the wildtype human KCNH2 potassium channel; hit rate 0.37% among 340,000; Q12809; activity change, % at 1.84 µM; U2OS, BacMam KCNH2, thallium flux FluxOr; stronger effect = lower value;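 active = maximum activity change below -70%; inconclusive = maximum activity change between -70% and -50%; inactive = maximum activity change above -50%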; also: % is scaled to controls: 0 for no effect and ±100 for the full control effect
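U2OS cells were transduced with wild-type KCNH2 virus (2.03 x 10^8 / mL) for 4 h at room temperature, then cultured overnight at 37 C. Thallium flux was read with FluxOr dye. Rate constants were normalized to DMSO controls.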
GALK inh: blocks human galactokinase activity; P51570; Potency, µM (highest dose often 57.5 µM), for inactives: top-dose activity change, negative = inhibition, actives largely listed as inhibitors; Purified GALK, Kinase-Glo residual ATP luminescence; hit rate 0.007% among 270,000; AID 1868; also: potency is read from the fitted curve at half-maximal effect; % is scaled to controls: 0 for no effect and ±100 for the full control effect
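The enzyme phosphorylates galactose (100 uM) using ATP (35 uM); inhibition is detected as higher residual ATP, quantified by bioluminescence after 1 h reaction at room temperature, pH 8.0.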
A-T KAP1 phos: potential ataxia-telangiectasia treatments restoring KAP-1 phosphorylation | […] A-T fibroblasts, KAP-1 phosphorylation AlphaLISA; neocarzinostatin DNA damage 30 min before lysis | Potency, µM (titrated, usually from 57.5 µM), inactives show top-dose activation, hits mostly activators | hit rate 0.19% among 320,000 | AID 485349; also: potency is read from the fitted curve at half-maximal effect; % of control where 0% means no effect; nearly all actives have a fitted effect of over 45% in size
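ATM-like activity read as KAP-1 phosphorylation via AlphaLISA donor/acceptor antibody pairs after lysis and 6 hr at 25C. Cells were ATM-null patient fibroblasts ([…], hTERT), dosed 60 min, then exposed to the DSB inducer NCS for 30 min.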
TRPV1 agonist: agonists of human vanilloid receptor 1 (TRPV1) | TRPV1-expressing cells, Fluo-8 calcium influx, agonist mode | Q8NER1 | activation, % at 8.33 µM | hit rate 0.19% among 320,000; in the data active = activation above about 80%; inconclusive = between about 30% and that limit; also: 0% is about no effect
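Cells expressing TRPV1 were dye-loaded with Fluo-8 and read kinetically: 10 s baseline, 3 min after compound (agonist portion), then 2 min after EC20 capsaicin (allosteric enhancer portion). Calcium-bound dye fluorescence at 480/520 nm.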
KCNH2 3.1 block: KCNH2 3.1 (human) potassium channel inhibition; U2OS KCNH2 3.1, thallium flux FluxOr; stronger effect = lower value; activity change, % (tested at about 1.8 µM); hit rate 0.95% among 340,000; AID 720553;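 active = maximum activity change below -70%; inconclusive = maximum activity change from -70% to -50%; inactive = maximum activity change above -50%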;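 also: thallium influx rate constant from kinetic fluorescence after stimulation buffer; % is scaled to controls: 0 for no effect and ±100 for the full control effect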
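We transduce U2OS cells with the mutant 3.1 virus, culture them overnight, load FluxOr with Red40 quencher for 45 min, then add stimulation buffer and read kinetically for 2 min to derive a normalized rate constant.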
Coupling enz: counter-screen for Giardia aldolase inhibitors: coupling enzyme system | coupling enzyme system counterscreen, AmpLite Red fluorescence | activity change, negative = inhibition, % at 58.2 µM, hits read low | hit rate 0.67% among 290,000; in the data active = activity change below about -30%; also: % is scaled to controls: 0 for no effect and ±100 for the full control effect
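First, compound is pin-transferred into glyceraldehyde-3-phosphate coupling-enzyme reagent at 57.5 uM final and held 10 min at RT. Next, substrate, coupling system and AmpLite Red are added. After 20 min RT, fluorescence (525/598 nm) is read.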
MLL CXXC-DNA inh: blocks binding of human MLL CXXC domain to DNA; MLL-CXXC / FITC-HOXA9 DNA fluorescence polarization; Potency, µM (top dose mostly 115 µM), for inactives: top-dose activity change, negative = inhibition, usual class: inhibitors; Q03164; hit rate 0.037% among 290,000; AID 2662; active = well fitted inhibition curve with a large enough effect in the polarisation, with a control signal flat, not every such curve was filed as active; inconclusive = small, poorly fitted or top-dose-only effect, or effect the other way, or a change in a side signal; inactive = no such curve, though single readings can be large or run the other way; the % refers to the polarisation; also: potency is read from the fitted curve at half-maximal effect
Target sequence (Q03164 whole entry, looked up, the tested form may be a part): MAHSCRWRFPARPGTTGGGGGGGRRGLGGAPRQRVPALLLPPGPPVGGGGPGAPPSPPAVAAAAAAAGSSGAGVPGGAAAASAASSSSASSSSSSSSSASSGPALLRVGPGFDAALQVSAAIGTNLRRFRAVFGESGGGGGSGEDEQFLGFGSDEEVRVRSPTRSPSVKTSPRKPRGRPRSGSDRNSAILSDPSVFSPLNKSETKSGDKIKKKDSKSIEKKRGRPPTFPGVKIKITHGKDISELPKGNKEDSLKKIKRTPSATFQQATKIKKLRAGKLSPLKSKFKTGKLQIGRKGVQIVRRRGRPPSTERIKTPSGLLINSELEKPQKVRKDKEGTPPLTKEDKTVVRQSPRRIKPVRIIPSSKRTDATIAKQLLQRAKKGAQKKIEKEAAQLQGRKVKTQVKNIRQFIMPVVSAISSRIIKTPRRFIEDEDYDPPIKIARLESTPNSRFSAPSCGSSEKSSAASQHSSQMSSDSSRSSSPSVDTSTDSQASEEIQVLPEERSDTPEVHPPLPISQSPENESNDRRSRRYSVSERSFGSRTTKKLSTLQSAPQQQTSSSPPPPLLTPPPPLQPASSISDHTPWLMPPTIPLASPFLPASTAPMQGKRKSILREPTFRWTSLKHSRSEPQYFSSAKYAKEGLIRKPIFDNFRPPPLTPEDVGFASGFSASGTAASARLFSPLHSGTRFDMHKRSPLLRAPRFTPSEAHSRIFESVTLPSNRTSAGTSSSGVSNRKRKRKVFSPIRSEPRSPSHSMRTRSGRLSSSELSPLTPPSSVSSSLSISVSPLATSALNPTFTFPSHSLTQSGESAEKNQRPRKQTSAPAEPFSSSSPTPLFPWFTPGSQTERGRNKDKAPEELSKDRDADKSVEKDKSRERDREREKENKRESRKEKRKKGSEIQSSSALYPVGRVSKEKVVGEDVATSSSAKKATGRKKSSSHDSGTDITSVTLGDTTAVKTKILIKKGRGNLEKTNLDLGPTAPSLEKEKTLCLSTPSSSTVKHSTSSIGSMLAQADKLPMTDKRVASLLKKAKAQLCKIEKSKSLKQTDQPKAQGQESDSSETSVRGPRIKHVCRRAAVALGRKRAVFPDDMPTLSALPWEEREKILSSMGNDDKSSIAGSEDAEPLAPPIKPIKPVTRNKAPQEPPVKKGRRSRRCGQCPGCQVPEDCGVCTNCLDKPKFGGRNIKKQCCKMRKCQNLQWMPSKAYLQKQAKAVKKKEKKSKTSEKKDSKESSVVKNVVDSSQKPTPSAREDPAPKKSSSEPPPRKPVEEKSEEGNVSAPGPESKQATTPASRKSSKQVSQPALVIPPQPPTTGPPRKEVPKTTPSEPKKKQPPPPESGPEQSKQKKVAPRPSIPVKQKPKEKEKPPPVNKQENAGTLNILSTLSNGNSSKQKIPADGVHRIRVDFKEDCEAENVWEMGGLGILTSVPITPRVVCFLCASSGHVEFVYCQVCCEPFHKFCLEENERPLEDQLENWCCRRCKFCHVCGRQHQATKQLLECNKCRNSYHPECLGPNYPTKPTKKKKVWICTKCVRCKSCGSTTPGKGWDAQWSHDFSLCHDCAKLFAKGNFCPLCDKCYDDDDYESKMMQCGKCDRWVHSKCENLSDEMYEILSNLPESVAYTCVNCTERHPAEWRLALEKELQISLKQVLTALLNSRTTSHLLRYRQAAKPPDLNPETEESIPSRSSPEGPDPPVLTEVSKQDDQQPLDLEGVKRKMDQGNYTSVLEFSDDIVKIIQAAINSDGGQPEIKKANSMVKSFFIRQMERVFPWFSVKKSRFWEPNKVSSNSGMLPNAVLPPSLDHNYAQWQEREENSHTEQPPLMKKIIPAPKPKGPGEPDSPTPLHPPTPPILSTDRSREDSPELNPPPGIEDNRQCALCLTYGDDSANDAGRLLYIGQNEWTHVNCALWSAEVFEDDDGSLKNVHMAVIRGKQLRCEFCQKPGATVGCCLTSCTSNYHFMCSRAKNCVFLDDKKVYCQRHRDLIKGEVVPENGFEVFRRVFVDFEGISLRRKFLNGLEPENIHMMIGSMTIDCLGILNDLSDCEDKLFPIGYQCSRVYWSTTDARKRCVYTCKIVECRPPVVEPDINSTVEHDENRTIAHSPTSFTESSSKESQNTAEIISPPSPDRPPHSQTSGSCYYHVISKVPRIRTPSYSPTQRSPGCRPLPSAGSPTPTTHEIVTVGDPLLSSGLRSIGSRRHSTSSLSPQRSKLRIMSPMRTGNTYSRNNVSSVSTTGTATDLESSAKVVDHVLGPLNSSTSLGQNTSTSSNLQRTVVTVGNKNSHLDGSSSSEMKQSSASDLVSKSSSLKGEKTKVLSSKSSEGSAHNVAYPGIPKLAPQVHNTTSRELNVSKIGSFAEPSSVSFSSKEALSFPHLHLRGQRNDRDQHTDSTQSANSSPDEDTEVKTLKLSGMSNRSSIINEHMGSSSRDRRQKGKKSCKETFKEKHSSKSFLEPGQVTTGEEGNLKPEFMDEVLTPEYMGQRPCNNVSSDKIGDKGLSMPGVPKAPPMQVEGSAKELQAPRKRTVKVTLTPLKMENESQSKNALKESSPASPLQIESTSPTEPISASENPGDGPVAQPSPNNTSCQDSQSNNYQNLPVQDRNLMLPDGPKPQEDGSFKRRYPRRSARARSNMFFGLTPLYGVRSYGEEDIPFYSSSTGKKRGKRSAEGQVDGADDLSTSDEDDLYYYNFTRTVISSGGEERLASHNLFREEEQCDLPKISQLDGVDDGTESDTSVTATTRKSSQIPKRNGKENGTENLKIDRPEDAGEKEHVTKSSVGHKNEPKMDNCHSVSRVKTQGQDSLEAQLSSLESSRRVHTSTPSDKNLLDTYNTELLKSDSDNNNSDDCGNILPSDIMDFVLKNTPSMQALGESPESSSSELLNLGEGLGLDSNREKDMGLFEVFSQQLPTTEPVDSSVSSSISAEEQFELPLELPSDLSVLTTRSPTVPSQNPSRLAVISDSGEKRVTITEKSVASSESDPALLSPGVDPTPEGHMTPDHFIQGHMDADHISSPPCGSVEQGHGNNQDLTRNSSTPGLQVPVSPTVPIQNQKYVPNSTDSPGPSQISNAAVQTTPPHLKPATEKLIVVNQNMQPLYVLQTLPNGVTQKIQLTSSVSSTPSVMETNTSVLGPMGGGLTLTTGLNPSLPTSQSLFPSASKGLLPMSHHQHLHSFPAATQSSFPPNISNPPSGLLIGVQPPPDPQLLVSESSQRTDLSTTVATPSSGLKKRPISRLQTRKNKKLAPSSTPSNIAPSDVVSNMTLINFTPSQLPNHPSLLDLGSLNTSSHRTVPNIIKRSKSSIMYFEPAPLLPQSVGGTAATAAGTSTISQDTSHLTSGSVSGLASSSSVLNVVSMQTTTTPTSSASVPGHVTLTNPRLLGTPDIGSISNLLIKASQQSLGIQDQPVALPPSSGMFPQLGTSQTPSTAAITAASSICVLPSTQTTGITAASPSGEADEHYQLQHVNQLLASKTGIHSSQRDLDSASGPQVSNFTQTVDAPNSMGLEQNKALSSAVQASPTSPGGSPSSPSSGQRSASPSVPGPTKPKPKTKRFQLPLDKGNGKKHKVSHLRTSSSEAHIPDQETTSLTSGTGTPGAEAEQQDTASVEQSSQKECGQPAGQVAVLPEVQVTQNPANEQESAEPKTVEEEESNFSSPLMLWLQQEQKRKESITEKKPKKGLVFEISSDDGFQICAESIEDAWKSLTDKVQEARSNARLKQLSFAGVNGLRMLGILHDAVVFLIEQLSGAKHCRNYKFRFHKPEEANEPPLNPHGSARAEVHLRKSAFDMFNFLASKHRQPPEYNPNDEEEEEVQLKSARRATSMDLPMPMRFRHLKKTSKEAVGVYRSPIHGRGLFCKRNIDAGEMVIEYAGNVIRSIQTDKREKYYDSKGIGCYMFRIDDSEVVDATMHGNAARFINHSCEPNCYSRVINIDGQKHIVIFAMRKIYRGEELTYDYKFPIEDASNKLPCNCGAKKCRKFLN
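Steps: dispense CXXC domain solution (7 uM) → pin compounds or unlabeled HOX-A9 DNA control → 5 min ambient → add FLSN-HOX-A9 solution (50 nM) → spin → 30 min ambient → fluorescence polarization. Tris pH 7.5/NaCl/DTT/BSA buffer.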
MBNL1-CUG inh: MBNL1-poly(CUG) RNA binding inhibition; Q9NR56; hit rate 0.036% among 280,000; Potency, µM (highest dose often 57.5 µM), inactives show at the highest dose activity change, negative = inhibition, hits mostly inhibitors; TR-FRET MBNL1-His/biotin-(CUG)12 binding, 665/545 ratio; active = well fitted inhibition curve with a large enough effect in the signal ratio, with a control signal flat, not every such curve was filed as active; inconclusive = small, poorly fitted or top-dose-only effect, or effect the other way, or a change in a side signal; inactive = no such curve, though single readings can be large or run the other way; the % refers to the signal ratio; also: potency is read from the fitted curve at half-maximal effect; % is scaled to controls: 0 for no effect and ±100 for the full control effect
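TR-FRET between His-tagged MBNL1 and biotin-(CUG)12 RNA, detected with Tb anti-His antibody (0.055 ng/ul) and streptavidin-XL665 (5 nM), 60 min at room temperature. Compounds titrated 92 nM to 58 uM; 665/545 nm ratio normalized to buffer and complex controls.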
Integrin act MD: activators of alpha7 integrin expression for muscular dystrophy; alpha7betagal myoblasts, beta-gal FDG fluorescence, 48 h; Potency, µM (series often up to 38.3 µM), without a hit: at the top dose activation, most hits filed as activators; hit rate 0.064% among 350,000; AID 624291;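 also: potency is read from the fitted curve at half-maximal effect; 100% = response of the positive control SU9516; nearly all actives have a fitted effect of over 60% in size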
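Alpha7betagal+/- myoblasts (passage 13) were plated 16-24 hr, then exposed to compounds (1:260 dilution of DMSO stock) for 48 hours at 37C. After MPER lysis, β-galactosidase reporter activity was read as FDG fluorescence (ex 480/em 540) after 30 minutes.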
ASM inhibitor: inhibitors of human secretory acid sphingomyelinase; P17405; placental ASM, HMU-PC fluorogenic substrate, 60 min; Potency, µM (series often up to 57.5 µM), for inactives: top-dose activity change, negative = inhibition, actives largely listed as inhibitors; hit rate 0.006% among 340,000; also: potency is read from the fitted curve at half-maximal effect
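HMU-PC0 cleavage (9 uM final) by human placental ASM, 60 min at 37 °C following 10 min compound exposure at RT; stopped at pH 10, fluorescence Ex 386/Em 447 nm.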
* hit, by the source's call; i = inactive; ? = inconclusive; nt = not tested or not shown; & = joins results of further samples; [ ] = dose if it differs, or a comment. Unless noted, calls follow the shape of the dose curve; as a rule, active = well fitted curve in the direction sought with a large enough effect; inconclusive = small, poorly fitted or top-dose-only effect, or another doubt; inactive = no such curve, though single readings can be large; an effect the other way counts as inactive or inconclusive. The order is random. Share with any hit: about 2%.

Values run as follows: KCNH2 WT inh, GALK inh, A-T KAP1 phos, TRPV1 agonist, KCNH2 3.1 block, Coupling enz, MLL CXXC-DNA inh, MBNL1-CUG inh, Integrin act MD, ASM inhibitor
- CCc1ccc(/C=C2\SC(=S)N(CCCC(=O)Nc3ccccn3)C2=O)cc1
    -8, 2%, 1%, 5, 2, -1, ?, -5%, -50%[inhibitor], ?
- O=C(Nc1nc(-c2ccc(F)c(F)c2)cs1)c1cc([N+](=O)[O-])ccc1N1CCOCC1
    6, 1%, 5%, 7, ?, 0, 1%, nt, -15%, -7%
- CCOC(=O)N1CCC(NS(=O)(=O)c2cc(C(=O)OC)n(C)c2)CC1
    1, nt, 2%, 1, 3, 2, 2%, -4%, 13%, 0%
- O=C(CCC1CCCN(C(=O)C2(c3ccccc3)CC2)C1)N1CCN(c2ccccn2)CC1 (stereo not drawn)
    4, 0%, -3%, 14, 4, 0, -6%, -7%, -35%[inhibitor], 1%
- Cc1noc(C)c1S(=O)(=O)N1CCN(c2ccccc2Cl)CC1
    -9, nt, 12%, 2, -13, nt, nt, nt, 0%, -1%
- CCOC(=O)CSc1nc2ccccc2c(=O)n1CCCCCC(=O)NCc1ccco1
    -8, 0%, 8%, -3, -5, -2, -12%, 5%, -24%[7.66 µM], -2%
- CC(C)Oc1cccc(C(=O)NC(=S)Nc2cccc(C(F)(F)F)c2)c1
    0, -1%, -6%, 9, -3, -3, -9%, 5%, -11%, -19%
- COc1ccccc1OCc1nnc(SCC(=O)N2CCCCC2)n1-c1ccccc1
    3, -1%, 4%, 0, -2, -6, -3%, 1%, 16%, 3%
- S=C(NCc1ccco1)NCc1ccco1
    13, nt, nt, nt, 14, nt, nt, nt, -4%, 2%
- O=C(COC(=O)C1(c2ccc(F)cc2)CCCC1)N1CCOCC1
    1, 7%, 2%, ?, 2, 2, -5%, -7%, 24%, 4%
- CCOC(=O)C1=C(C)NC2=C(C(=O)CC(C)(C)C2)C1c1coc2ccccc2c1=O (stereo not drawn)
    0, -1%, 0%, 4, 6, 3, 6%, 16%, 5%, 14%
- CCCc1cc(=O)oc2cc3oc(C)c(C)c3cc12
    -8, 0%, 3%, ?, -19, -1, -7%, -1%, 0%, 37%[activator]
- COC(=O)c1[nH]c2cc(C)ccc2c1NC(=O)CN1CCN(C(=O)c2ccco2)CC1
    -5, -3%, 2%, 13, 8, 1, 2%, 8%, -4%, 1%
- O=C1C2C3c4ccccc4C(c4ccccc43)C2C(=O)N1c1cccc2cccnc12 (stereo not drawn)
    -8, -1%, 6%, -1, -20, 0, -7%, 4%, -32%, 3%
- CCC1=NN(C(=O)C(=O)NCCc2ccccc2)C(O)(C(F)(F)F)C1 (stereo not drawn)
    -16, -1%, 1%, -6, -11, 0, -18%, ?, 16%, 2%

(continued)
Values run as follows: KCNH2 WT inh, GALK inh, A-T KAP1 phos, TRPV1 agonist, KCNH2 3.1 block, Coupling enz, MLL CXXC-DNA inh, MBNL1-CUG inh, Integrin act MD, ASM inhibitor
- CSc1nc2sc3c(c2c(=O)[nH]1)CCc1ccccc1-3
    i, -4%, 0%, 1, 3, 2, 15%, -4%, -25%, -4%
- COC(CNC(=O)c1cc(C(=O)c2c(-c3c(Cl)cccc3Cl)noc2C)c[nH]1)OC
    -5, 1%, nt, -1, -7, 1, 15%, 4%, -10%, 1%
- Cc1ccc(NC(=O)CSc2nncn2N)cc1C
    -1, -3%, -1%, 2, 6, 0, 2%, -4%, -35%, 1%
- CCCCOc1ccc(C(=O)NCC2(c3ccccc3)CCOCC2)cc1
    -4, 0%, 10%, -4, -40, 5, 18%, 6%, 15%, -7%
- Cc1ccc(CNC(=O)CCC2CCCN(Cc3cccc4cccnc34)C2)o1 (stereo not drawn)
    5, 1%, -3%, 1, -18, -3, -10%, -1%, 1%, 6%
- Cc1n[nH]c(C)c1S(=O)(=O)N1CCCC(C(=O)O)C1 (stereo not drawn)
    -5, nt, 5%, nt, -13, nt, nt, nt, 27%, 3%
- COc1ccc(NS(=O)(=O)c2ccc(C)c(C(=O)O)c2)cc1
    27, -3%, -5%, 8, -1, -4, -19%, 0%, 12%, 1%
- Cc1ccc(S(=O)(=O)Nc2ncccn2)cc1
    -3, 1%, -3%, -2, 7, 4, -15%, -7%, -5%, -2%
- Cn1c(=O)c2c(nc(NCCNC(=O)c3ccco3)n2Cc2ccc(F)cc2)n(C)c1=O
    -10, 5%, -1%, 0, -2, 1, 2%, -3%, -11%, -2%
- COc1cc(OC)c(NC(=O)c2ccc(F)cc2)cc1Cl
    -26, 0%, 2%, 4, 6, -7, -8%, 0%, ?, 0%
- Cc1nonc1CN(C)C(=O)CC1C(=O)NCCN1Cc1ccccc1F (stereo not drawn)
    -4, -4%, 10%, 2, -4, nt, -6%, 2%, -27%, 47%[activator]
- CCCCCCn1c(CN2CCN(C(=O)OCC)CC2)nc2c1c(=O)n(C)c(=O)n2C
    15, nt, nt, nt, 4, nt, nt, nt, 7%, -1%
- CCN(CC(=O)Nc1c(F)cccc1F)C(=O)c1cccc(S(=O)(=O)NCc2ccccc2)c1
    -219*, nt, 2%, -1, 5, nt, nt, nt, 7%, 8%
- COc1ccc(/C=N/N2CCN(Cc3ccccc3)CC2)cc1
    6, 0%, -18%, 3, 23, 0, -4%, 3%, -32%, 0%
- CCOC(=O)c1cnc(SCC(=O)c2ccc(C)cc2)nc1N
    -4, -3%, nt, 5, 1, -1, 14%, 7%, 8%, 4%

The results go on:
Values run as follows: KCNH2 WT inh, GALK inh, A-T KAP1 phos, TRPV1 agonist, KCNH2 3.1 block, Coupling enz, MLL CXXC-DNA inh, MBNL1-CUG inh, Integrin act MD, ASM inhibitor
- COc1ccc(S(=O)(=O)N2CCC(NC(=O)c3cccc(F)c3)CC2)cc1
    1, -4%, 2%, -2, 4, 0, 7%, -11%, -15%, 6%
- Cc1cc(C(=O)N2CCCC(C(=O)c3ccc4ccccc4c3)C2)n(C)n1 (stereo not drawn)
    -5, 0%, 0%, 5, -7, 2, 7%, ?, 0%, -1%
- CC(C)(C)Sc1ccc(/C=N/O)cc1[N+](=O)[O-]
    13, -1%, 3%, 17, 6, -8, 13%, ?, 0%, -8%
- O=c1ccn([C@@H]2O[C@H](CO)[C@@H](O)[C@H]2O)c(=O)[nH]1
    0, -2%, -3%, -3, -10, 3&6, -1%, -14%, nt, 0%
- O=C(NN1CCN(Cc2ccccc2Cl)CC1)c1ccc(Cl)cc1
    6, -2%, -8%, ?, -5, 2, -3%, 0%, -11%, 6%
- CCCc1c(C(=O)Nc2ccc(F)cc2F)cnn1-c1ccccc1
    2, nt, -3%, ?, 8, -5, -9%, 16%, ?, 0%
- O=C(Nc1cccc([N+](=O)[O-])c1)Nc1cnccn1
    -9, -3%, 0%, 23, -4, -2, ?, 21%, -10%, -2%
- COc1ccccc1NS(=O)(=O)c1cccc(NC(=O)C2CC2)c1
    -5, nt, 1%, 0, 3, nt, nt, nt, 28%, -1%
- COC(=O)c1cccc(S(=O)(=O)N2CCC(c3nc4ccccc4o3)CC2)c1
    18, -4%, 2%, 0, -2, 2, -2%, 0%, -13%, -1%
- CN(CC(=O)Nc1ccc(Cl)cc1)C(=O)COc1ncnc2ccccc12
    -5, nt, -4%, -3, -3, nt, nt, nt, -8%, -4%
- Cc1ccc(N(CC(=O)N=Nc2c(O)[nH]c3ccccc23)S(C)(=O)=O)c(C)c1
    -4, 12%, -3%, -1, 9, 0, 11%, ?, 8%, -4%
- CC(=O)c1ccc(NC(=O)CSc2nnc(-c3ccco3)c(-c3ccco3)n2)cc1
    8, 4%, -6%, 1, 4, -13, -7%, ?, -12%, -28%
- Cc1cc(C)n(/N=C/c2ccccc2O)c(=O)c1
    2, -1%, -3%, 0, 16, 3, 7%, -4%, -7%, 67%[activator]
- CC(C)Cc1nnc(NC(=O)CCC(=O)N2CCN(c3ccc(F)cc3)CC2)s1
    31, 7%, 3%, 3, -1, 0, 3%, 5%, 6%, 3%
- CN1C[C@@H]2[C@@H]3C(=O)N(Cc4ccccc4)C(=O)[C@@H]3[C@](C)(C1=O)N2C(=O)c1ccc(Br)cc1
    5, nt, nt, nt, 3, nt, nt, nt, 0%, -1%
- Cc1ccc(C(=O)NNC2CC(=O)N(c3ccc4c(c3)OCCO4)C2=O)cc1 (stereo not drawn)
    -11, 1%, -2%, 2, -30, 2, 12%, 1%, 32%, 0%

Screening results (PubChem)
